# Compound activity from PubChem.
# IMP-1 inhibitor: blocks Pseudomonas aeruginosa IMP-1 metallo-beta-lactamase | purified IMP-1, nitrocefin hydrolysis, epi-absorbance fluorescence | inhibition, % at 5.6 µM | actives 0.45% (n = 290,000);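 active means inhibition above the mean plus 3 SD of all compounds in the same screening run, cut at about 4.5% in these data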;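 further: 0% = IMP-1 with DMSO and 100% = DMSO wells lacking enzyme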
#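 System: purified IMP-1 / Input: IMP-1 dispensed at 0.2 nM / Medium: 50 mM HEPES pH 7.1, 50 µM ZnSO4, 0.05% Brij 35 / Timing: 15 min enzyme–compound preincubation, then 25 min nitrocefin reaction, 25 °C / Technique: plate fluorescence quenching by hydrolysis product, ex 480/em 530 nm / Repeats: singlicate testing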
# GalR3 antagonist: blocks the human galanin receptor 3; actives 0.44% (n = 360,000); HEK293 GalR3-CNG cAMP membrane potential fluorescence; galR3 body fused to GalR1 C-terminus; inhibition, % at 3 µM; O60755;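 active means inhibition above the screen-wide average plus 3 SD, cut at about 13% in these data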;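 further: forskolin and galanin both at EC90 stimulate the cells; cAMP rise reported by CNG channel membrane potential dye signal; 0% = forskolin plus galanin with DMSO and 100% = forskolin alone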
# Target sequence (O60755 1-299 limits assumed): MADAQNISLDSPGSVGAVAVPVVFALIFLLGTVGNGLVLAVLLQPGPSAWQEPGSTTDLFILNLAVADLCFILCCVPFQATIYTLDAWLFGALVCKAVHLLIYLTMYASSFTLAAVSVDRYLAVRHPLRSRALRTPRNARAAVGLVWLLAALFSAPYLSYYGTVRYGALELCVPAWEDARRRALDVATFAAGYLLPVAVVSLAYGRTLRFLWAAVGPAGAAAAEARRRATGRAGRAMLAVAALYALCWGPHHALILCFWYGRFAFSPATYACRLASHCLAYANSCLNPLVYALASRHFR
# V1R ag counter: V1a receptor agonism, counter-screen for OXTR agonists; AID 2797; P37288; CHO-V1R cells, Fluo-8 calcium fluorescence, agonist mode; 0% DMSO, 100% 3 nM vasopressin; actives 0.25% (n = 320,000); activation, % at 3 µM;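 active means activation above the mean activation of all tested compounds plus 3 SD, per screening run, cut at about 20% in these data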;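 further: signal is peak over basal fluorescence ratio across a 100 second FLIPR read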
# GPR7 antag: blocks human GPR7 receptor signaling; GPR7-expressing cells, fluorescence antagonist assay; AID 1861; inhibition, % at 4.4 µM; P48145; actives 1.1% (n = 290,000); in the data active means inhibition above about 16%, passing the limit was not always enough;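 further: cells stimulated with the agonist NPW; 0% = agonist with vehicle and 100% = vehicle without agonist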
# VIM-2 inh: blocks Pseudomonas aeruginosa VIM-2 metallo-beta-lactamase; inhibition, % at 5.6 µM; actives 0.89% (n = 290,000); purified VIM-2, nitrocefin hydrolysis, epi-absorbance fluorescence;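 active means inhibition above the mean of all tested compounds plus 3 SD, cutoff set per screening run, cut at about 7.5% in these data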;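 further: red hydrolysis product quenches plate fluorescence so inhibitors raise well fluorescence; 0% = enzyme with DMSO and 100% = DMSO without enzyme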
# HCV NS3 hel inh: inhibitors of Hepatitis C virus NS3 helicase; NS3 helicase DNA unwinding, Cy5 molecular beacon fluorescence; inhibition, % at 10.9 µM; actives 0.56% (n = 290,000); AID 1800;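 active means inhibition above the mean of all tested compounds plus 3 SD, set per campaign, cut at about 35% in these data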;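 further: 0% = DMSO wells and 100% = thioflavine S control wells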
#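 System: NS3 helicase fragment of HCV / Schedule: 1 h at 25 °C / Control set: DMSO alone as 0% and 110 µM thioflavine S as 100% / Reagent: Cy5/quencher beacon DNA duplex and ATP to start / Technique: Cy5 fluorescence / Replication: singlicate / Evaluation: % inhibition of end-to-start signal ratio versus controls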
# OXTR agonist: human OXTR agonism | activation, % at 3 µM | actives 0.32% (n = 320,000) | AID 2435 | P30559 | CHO-OTR cells, Fluo-8 calcium fluorescence; normalized: DMSO 0%, oxytocin 100%;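 active means activation above the mean of all tested compounds plus 3 SD, cutoff set per screening run, cut at about 20% in these data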;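 further: peak over basal fluorescence ratio from a 100 s FLIPR kinetic read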
# Target sequence (P30559 whole entry, looked up): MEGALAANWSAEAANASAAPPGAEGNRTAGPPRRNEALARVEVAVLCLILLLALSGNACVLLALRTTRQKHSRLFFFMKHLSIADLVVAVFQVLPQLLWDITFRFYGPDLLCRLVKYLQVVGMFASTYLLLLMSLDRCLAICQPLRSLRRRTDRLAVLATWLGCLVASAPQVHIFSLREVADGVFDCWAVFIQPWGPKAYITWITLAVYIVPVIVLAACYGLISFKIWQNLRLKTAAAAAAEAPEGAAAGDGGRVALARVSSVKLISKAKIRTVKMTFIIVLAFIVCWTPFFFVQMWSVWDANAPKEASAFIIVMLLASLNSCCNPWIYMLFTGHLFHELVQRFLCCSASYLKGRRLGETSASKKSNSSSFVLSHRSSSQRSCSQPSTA
# PHOSPHO1 inh: blocks human PHOSPHO1 phosphatase activity; recombinant PHOSPHO1, absorbance phosphatase assay; actives 1.1% (n = 290,000); inhibition, % at 13.3 µM; AID 1565; in the data active means inhibition above about 60%
# Target sequence (Q8TCT1 whole entry, looked up): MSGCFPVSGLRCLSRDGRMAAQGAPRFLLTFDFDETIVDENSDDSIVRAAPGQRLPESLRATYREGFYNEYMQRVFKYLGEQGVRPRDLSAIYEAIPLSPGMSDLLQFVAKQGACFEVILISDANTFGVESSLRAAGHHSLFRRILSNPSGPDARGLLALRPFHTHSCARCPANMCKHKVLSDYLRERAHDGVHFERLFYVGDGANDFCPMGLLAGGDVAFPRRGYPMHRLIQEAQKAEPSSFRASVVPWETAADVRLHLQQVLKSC
# DNA FID counter: counter-screen for HCV NS3 helicase inhibitors: DNA intercalator displacement; DNA fluorescent intercalator displacement, fluorescence; actives 0.17% (n = 290,000); inhibition, % at 7.9 µM; in the data active means inhibition above about 37%;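 further: 0% = vehicle and 100% = reference compound; higher means more ethidium bromide displaced from hairpin DNA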
# * hit, by the source's call; x = no result given.
# Start of the listing, in advance, 11 compounds:
# Every second line gives: IMP-1 inhibitor	GalR3 antagonist	V1R ag counter	GPR7 antag	VIM-2 inh	HCV NS3 hel inh	OXTR agonist	PHOSPHO1 inh	DNA FID counter
- CCCCC(=O)c1ccc(O)cc1O
    -3.4	2	1.1	-15	0.9	-2	2.0	x	-4
- Cc1cc(C)cc(OCc2nnc(SCC(=O)Nc3ccccc3)o2)c1
    -0.1	-2	-0.3	-7	-1.4	-12	1.6	-17	-12
- N#CC1=C(N)OC2=C(C(=O)CCC2)C1C1C=CCCC1 (stereo not given)
    -2.1	3	-0.9	-5	-0.9	3	-0.5	25	-4
- S=C(NCCCN1CCOCC1)Nc1ccc(Cl)cc1Cl
    -2.1	-3	0.6	-8	-2.5	-8	-0.8	-16	-2
- Cc1nc(NCCc2ccc(S(N)(=O)=O)cc2)c2c(C)c(C)sc2n1
    -5.9	-9	9.4	-13	7.1	-2	12	3	-15
- O=C(N/N=C/c1ccc(N2CCOCC2)cc1)C1CC1
    -1.9	-5	0.5	6	-1.8	0	0.1	48	-3
- COc1ccc(N2C(=O)C3C4C=CC(C5CC45)C3C2=O)c([N+](=O)[O-])c1 (stereo not given)
    -2.3	-3	0.7	-6	-2.1	0	0.9	28	3
- CCc1cc2c(=O)c(-c3cnn(-c4ccccc4)c3)coc2c(CN2CCOCC2)c1O
    -1.0	1	0.1	-9	-0.9	-9	-0.4	14	3
- Cc1nc(-c2cccc(S(=O)(=O)N3CCCC(C)C3)c2)cs1 (stereo not given)
    -1.4	-2	-0.4	-1	-2.2	-9	-1.4	20	-14
- CC1(C)CC(=O)C=C(Nc2cc(-c3ccccc3)[nH]n2)C1
    -1.4	-5	0.8	-2	-3.3	2	0.3	-8	-14
- Cc1ccccc1C(=O)NC1CCN(Cc2nnnn2Cc2ccc(F)cc2)CC1
    -2.4	-5	-0.8	-8	-0.2	6	-0.4	14	-20

# This part in full, from the start:
# Every second line gives: IMP-1 inhibitor	GalR3 antagonist	V1R ag counter	GPR7 antag	VIM-2 inh	HCV NS3 hel inh	OXTR agonist	PHOSPHO1 inh	DNA FID counter
- CCCCC(=O)c1ccc(O)cc1O
    -3.4	2	1.1	-15	0.9	-2	2.0	x	-4
- Cc1cc(C)cc(OCc2nnc(SCC(=O)Nc3ccccc3)o2)c1
    -0.1	-2	-0.3	-7	-1.4	-12	1.6	-17	-12
- N#CC1=C(N)OC2=C(C(=O)CCC2)C1C1C=CCCC1 (stereo not given)
    -2.1	3	-0.9	-5	-0.9	3	-0.5	25	-4
- S=C(NCCCN1CCOCC1)Nc1ccc(Cl)cc1Cl
    -2.1	-3	0.6	-8	-2.5	-8	-0.8	-16	-2
- Cc1nc(NCCc2ccc(S(N)(=O)=O)cc2)c2c(C)c(C)sc2n1
    -5.9	-9	9.4	-13	7.1	-2	12	3	-15
- O=C(N/N=C/c1ccc(N2CCOCC2)cc1)C1CC1
    -1.9	-5	0.5	6	-1.8	0	0.1	48	-3
- COc1ccc(N2C(=O)C3C4C=CC(C5CC45)C3C2=O)c([N+](=O)[O-])c1 (stereo not given)
    -2.3	-3	0.7	-6	-2.1	0	0.9	28	3
- CCc1cc2c(=O)c(-c3cnn(-c4ccccc4)c3)coc2c(CN2CCOCC2)c1O
    -1.0	1	0.1	-9	-0.9	-9	-0.4	14	3
- Cc1nc(-c2cccc(S(=O)(=O)N3CCCC(C)C3)c2)cs1 (stereo not given)
    -1.4	-2	-0.4	-1	-2.2	-9	-1.4	20	-14
- CC1(C)CC(=O)C=C(Nc2cc(-c3ccccc3)[nH]n2)C1
    -1.4	-5	0.8	-2	-3.3	2	0.3	-8	-14
- Cc1ccccc1C(=O)NC1CCN(Cc2nnnn2Cc2ccc(F)cc2)CC1
    -2.4	-5	-0.8	-8	-0.2	6	-0.4	14	-20
- O=C1CC(c2ccco2)CC(O)=C1C=NCCN1CCN(C(=S)Nc2ccccc2)CC1 (stereo not given)
    -1.8	0	1.6	-4	-2.7	9	-1.1	20	-8
- CCC(Cc1ccccc1)NS(=O)(=O)c1c(C)nc2sccn2c1=O (stereo not given)
    -2.6	x	1.2	1	-2.2	-11	-0.6	7	-12
- Cc1ccc(NC(=O)Cn2nc(C)c(S(=O)(=O)N(C)C)c2C)cc1
    -2.0	-4	0.3	2	0.3	1	0.0	6	-4
- O=C(CC1Sc2ccccc2NC1=O)Nc1cccc(C(=O)O)c1 (stereo not given)
    -0.5	3	-0.3	21*	1.9	7	-0.1	2	-4
- COc1cccc(-c2onc3ccc(C4(C)OCCO4)cc23)c1
    -4.2	-8	0.0	-9	-0.5	-3	-2.0	24	-11
- N/C(=N\c1nc2c(c(=O)[nH]1)CCCC2)Nc1ccccc1
    -3.3	-4	1.1	31*	-1.9	4	0.1	24	-5
- Cc1[nH]c2ccccc2c1C(=O)/C=C/c1ccccc1Cl
    -2.1	0	-0.9	-7	0.3	1	-1.2	-7	3
- CCOC(=O)c1ccc(NC(=O)CN(Cc2ccc(Cl)cc2)S(C)(=O)=O)cc1
    -1.8	-5	0.7	6	-1.7	-6	0.4	8	-15
- COc1ccc(S(=O)(=O)NC(C)C(=O)Nc2cccc([N+](=O)[O-])c2)cc1 (stereo not given)
    -5.2	6	0.9	0	-4.0	7	-0.4	-2	0

# The final 2 entries of the part above lead into the next.
# Every second line gives: IMP-1 inhibitor	GalR3 antagonist	V1R ag counter	GPR7 antag	VIM-2 inh	HCV NS3 hel inh	OXTR agonist	PHOSPHO1 inh	DNA FID counter
- CCOC(=O)c1ccc(NC(=O)CN(Cc2ccc(Cl)cc2)S(C)(=O)=O)cc1
    -1.8	-5	0.7	6	-1.7	-6	0.4	8	-15
- COc1ccc(S(=O)(=O)NC(C)C(=O)Nc2cccc([N+](=O)[O-])c2)cc1 (stereo not given)
    -5.2	6	0.9	0	-4.0	7	-0.4	-2	0
- COc1ccc(-c2nc(-c3ccccc3)[nH]c(=O)c2C#N)cc1
    -2.1	5	2.0	-1	-1.8	2	1.8	19	-1
- COc1cc2c(cc1OC)C(c1cccs1)NCC2 (stereo not given)
    -2.5	4	0.0	-13	-3.9	-6	-0.4	-3	-2
- CCc1ccc(OCC(=O)N2CCN(c3ccccn3)CC2)c(Br)c1
    -0.2	1	-0.9	-6	-1.5	-1	-1.2	38	-40
- Cc1cc(C)n(C(=O)c2ccc(S(=O)(=O)N3CCOCC3)cc2)n1
    -2.5	x	0.4	12	0.7	-2	0.4	0	-2
- O=C(NNC(=O)c1ccccc1-n1cccc1)c1cccc(Cl)c1
    0.3	7	0.6	-2	-0.3	5	-0.6	45	-2
- CC(C)(C)c1csc(NNC(=O)c2ccc(Br)cc2)n1
    -1.4	4	-0.4	1	-1.6	1	-0.6	-17	-22
- CC(C)COc1nc2ccccc2nc1C(C#N)C(=O)NC1CCCCC1 (stereo not given)
    -3.0	3	1.0	-13	-2.4	-1	-0.3	0	-3
- Cc1onc(-c2ccccc2)c1C(=O)N/N=C/c1cc(Br)c(Br)o1
    -2.7	-10	3.6	-7	-4.7	1	3.7	-15	-12
- Cc1cc(C)nc(NS(=O)(=O)c2ccc(N3C(=O)C4C5C=CC(C5)C4C3=O)cc2)n1 (stereo not given)
    -2.5	-11	0.6	-1	-2.1	1	1.8	-2	-17
- CCCCC(=O)Nc1cccc(-c2nn3c(C)nnc3s2)c1
    -3.2	-1	-0.2	-7	0.7	-6	-0.6	7	-12
- COc1ccccc1CC(=O)NN1C(=O)c2ccccc2C1=O
    -5.2	-2	-0.1	-1	-2.8	-6	0.1	-8	-11
- CC1=C(C(=O)Nc2ccccc2)C(c2sccc2C)n2nnnc2N1 (stereo not given)
    -2.9	x	x	-3	-2.0	21	x	15	-12
- COc1ccc(Cl)cc1NC(=O)C/C(C)=N/NC(=O)Cc1ccccc1
    -1.1	3	-0.8	4	-2.2	-13	-0.5	25	-16
- C=CCn1c(SCCOc2ccc(OC)cc2)nnc1C(NC(=O)c1ccc(OC)cc1)C(C)C (stereo not given)
    -3.1	-6	-0.9	-19	-5.4	13	-2.1	21	-12
- CC1CCCCC1NC(=O)CCS(=O)(=O)c1ccc2c(c1)NC(=O)CO2 (stereo not given)
    -0.8	-7	0.4	-11	-1.2	12	-0.7	11	-21
- O=C(CN(C(=O)c1ccc(Cl)cc1)C1CCCCC1)Nc1ccc(Cl)c([N+](=O)[O-])c1
    -5.3	-1	0.0	3	-5.6	5	-0.6	9	-1
- Cc1cccc(OCCSc2nc3ccccc3n2CCC(=O)O)c1
    -5.4	-9	1.3	0	-0.8	13	-1.0	-161	-35
- CCN(Cc1ccccc1)C(=O)COC(=O)CNS(=O)(=O)c1ccc(C)cc1
    -2.8	-4	0.1	-7	-2.2	2	-1.2	-5	-19
- Cc1cc(C)cc(C(=O)N(CCc2ccccc2)C2CC3CCC(C2)N3C)c1 (stereo not given)
    1.0	-9	2.0	-4	0.7	-41	0.1	25	17
- COc1cc(C(=O)N(Cc2cc3ccccc3[nH]c2=O)CC2CCCO2)cc(OC)c1OC (stereo not given)
    -1.6	-1	0.1	-5	-2.9	1	0.2	-12	-22

# (list continues)
# Every second line gives: IMP-1 inhibitor	GalR3 antagonist	V1R ag counter	GPR7 antag	VIM-2 inh	HCV NS3 hel inh	OXTR agonist	PHOSPHO1 inh	DNA FID counter
- O=c1cc[nH]c2cc(Cl)ccc12
    -3.1	-4	1.1	7	-3.7	-8	0.3	-4	0
- CCOC(=O)COc1cccc(C2NC(=O)c3ccccc3O2)c1 (stereo not given)
    0.1	-11	1.1	-16	-2.5	4	0.1	x	-19
- COc1ccc(C2/C(=C(/O)c3ccccc3)C(=O)C(=O)N2c2ncccn2)cc1OC (stereo not given)
    -0.6	0	0.6	-2	1.9	-7	0.7	1	-13
- CCOC(=O)C1=C(c2ccccc2)NC(SCC(=O)NC2CCCCC2)=C(C#N)C1c1ccco1 (stereo not given)
    -2.2	-2	0.4	-6	-1.6	5	-1.3	-16	-5
- COc1ccc(CNC(=O)CN(C)S(=O)(=O)c2ccccc2)cc1
    -2.2	-7	0.1	1	-0.7	-6	-1.7	-1	-2
- CNC(=S)Nc1ccc([N+](=O)[O-])cc1C
    -1.6	-3	1.5	-10	-3.0	-2	1.4	-56	-3
- COc1cccc(NC(=O)[C@@H]2CCC(=O)N2C2OC(=O)c3ccccc32)c1 (stereo not given in full)
    1.0	1	-0.4	-5	0.4	-2	1.9	18	-2
- CNC(=O)c1c(C)[nH]c(=S)c(C#N)c1-c1ccco1
    18*	-7	0.4	-11	0.6	19	-0.2	44	-8
- Cc1ccccc1C(=O)N1CCC(C(=O)NC2CCCC2)CC1
    -3.6	-5	0.5	-3	-4.2	4	1.0	35	-7
- O=C(O)COc1cccc(NC(=O)C2CCCO2)c1 (stereo not given)
    -4.0	-2	0.9	-9	-0.9	11	0.1	-17	-5
- CN1CCN(NC(=O)COc2cccc(C(F)(F)F)c2)CC1
    -3.7	0	4.2	-3	-2.1	-8	0.4	-12	-1
